# Runt-SMMHC FRET: Runt domain-CBFb-SMMHC interaction inhibition. Cerulean-Runt/Venus-CBFb-SMMHC FRET ratio 530/480, 1 h. 220,000 compounds, 0.74% hits. Q01196+Q13951. inhibition, % at 20 µM. AID 1434;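 active = mean inhibition across duplicate retests at 20 µM reaching about 50%, limit read from the data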;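 also: 0% = DMSO wells and 100% = wells with excess untagged CBFb-SMMHC; inhibitors lower the FRET ratio by blocking Runt binding to CBFb-SMMHC; some results filed as inactive read as strong as hits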
# Target sequence (Q01196 whole entry, looked up, the tested form may be a part): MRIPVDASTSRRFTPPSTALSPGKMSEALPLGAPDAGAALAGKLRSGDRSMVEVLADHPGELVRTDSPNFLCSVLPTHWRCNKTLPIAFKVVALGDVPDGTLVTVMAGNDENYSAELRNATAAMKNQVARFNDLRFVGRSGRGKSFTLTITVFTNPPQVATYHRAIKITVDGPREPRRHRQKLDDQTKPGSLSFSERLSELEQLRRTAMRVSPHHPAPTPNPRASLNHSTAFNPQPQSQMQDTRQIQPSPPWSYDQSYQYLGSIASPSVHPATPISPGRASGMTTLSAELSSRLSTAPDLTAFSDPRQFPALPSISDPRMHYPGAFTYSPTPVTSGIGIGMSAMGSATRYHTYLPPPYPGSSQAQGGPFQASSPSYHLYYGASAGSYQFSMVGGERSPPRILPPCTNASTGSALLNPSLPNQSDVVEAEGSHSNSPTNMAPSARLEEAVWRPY
# Target sequence (Q13951 whole entry, looked up, the tested form may be a part): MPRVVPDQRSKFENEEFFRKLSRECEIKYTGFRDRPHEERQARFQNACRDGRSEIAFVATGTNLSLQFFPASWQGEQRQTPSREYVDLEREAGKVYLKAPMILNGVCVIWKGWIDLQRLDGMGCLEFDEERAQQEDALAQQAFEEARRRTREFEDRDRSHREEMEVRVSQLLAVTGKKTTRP
# NCF1 inh: blocks human p47phox regulatory protein of NADPH oxidases; inhibition, % at 24.7 µM; P14598; p47phox/p22phox peptide binding, fluorescence polarization, 2 h; AID 1274; 220,000 compounds, 0.53% hits;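 active = inhibition above about 30%, limit read from the data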;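 also: 0% = p47phox with labelled peptide and 100% = labelled peptide alone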
# Target sequence (P14598 whole entry, looked up): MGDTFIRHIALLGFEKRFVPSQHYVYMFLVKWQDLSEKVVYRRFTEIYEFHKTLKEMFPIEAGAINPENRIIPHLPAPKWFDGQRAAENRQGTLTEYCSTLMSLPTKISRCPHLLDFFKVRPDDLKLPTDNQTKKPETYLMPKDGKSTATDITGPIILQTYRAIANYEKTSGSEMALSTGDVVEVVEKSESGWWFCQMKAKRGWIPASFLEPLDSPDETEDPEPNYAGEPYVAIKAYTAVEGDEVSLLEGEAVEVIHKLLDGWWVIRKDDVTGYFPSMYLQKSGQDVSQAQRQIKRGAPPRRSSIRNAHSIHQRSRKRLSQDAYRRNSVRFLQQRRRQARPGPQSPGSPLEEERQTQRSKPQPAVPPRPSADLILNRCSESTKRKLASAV
# zVAD death inh: L929 zVAD cell death inhibition. L929 zVAD necroptosis rescue, ATP luminescence, 24 h; with zVAD 60 µM. AID 1377. viability rescue, % at 10 µM. 220,000 compounds, 0.38% hits;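 active = activation, scaled between plate controls, above about 75%, limit read from the data; inactive = activation under that limit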;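 also: 0% = zVAD with DMSO and 100% = DMSO alone without zVAD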
# Hck Nef HTS: blocks Nef-activated human Hck kinase | Recombinant Hck-YEEI plus Nef, Z-Lyte FRET kinase assay | inhibition, % at 20 µM | 220,000 compounds, 0.68% hits;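 active = Hck-Nef kinase inhibition above about 50%, limit read from the data; inactive = inhibition below that limit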;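 also: 0% = DMSO with Hck plus Nef and 100% = Hck alone without Nef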
# Runt-CBFb FRET: blocks binding of human RUNX1 Runt domain to CBFb; Q01196+Q13951; Cerulean-Runt/Venus-CBFb FRET ratio 530/480, 1 h; inhibition, % at 20 µM; 220,000 compounds, 0.46% hits;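 active = inhibition over about 50% at 20 µM in the single-dose screen, limit read from the data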;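 also: 0% = DMSO wells and 100% = excess unlabeled CBFb competitor control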
#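 Assay system: Cerulean-Runt domain / Medium: Tris 50 mM pH 7.5, KCl, K2SO4, 0.01% BSA / Timing: protein complex preformed 1 h, compound exposure 1 h, room temperature, dark / Measured by: FRET, excitation 422 nm, emission at 530 and 480 nm / Evaluation: loss of energy transfer signal / Control set: 5 µM unlabeled CBFb as full-inhibition high control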
# Mdm2 ligase inh: Mdm2 E3 ligase (human) inhibition; Q00987; cell-based MDM2 ubiquitination luciferase reporter, 2 h; 0 = plate control, 100 = twice control, blank-subtracted; signal enhancement, % at 5 µM; 210,000 compounds, 0.11% hits; AID 1230;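 active = signal enhancement of 30% or more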;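 also: luminescence tracks abundance of the self-degrading MDM2-luciferase fusion protein; higher signal means inhibition of MDM2 E3 ligase activity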
#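 Test system: mammalian cells stably expressing self-ubiquitinating, self-degrading MDM2 E3–luciferase fusion; Amount: 2000 cells in each well; Medium: DMEM; Schedule: 4 h settle plus 2 h compound, 37 °C; Technique: SteadyLite luciferase luminescence after 15 min room-temperature reagent incubation; Benchmarks: plate control and blank wells.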
# EBV gp42 inh: blocks Epstein-Barr virus glycoprotein 42 binding; Fluorescence polarization binding assay, mP read-out; inhibition, % (tested at 21.74 µM); 220,000 compounds, 0.42% hits; in the data active = inhibition above about 50%
# 14-3-3 Bad PPI: disrupts binding of bovine 14-3-3 zeta to phospho-Bad peptide; P63103; 220,000 compounds, 0.71% hits; inhibition, % at 21.7 µM; TR-FRET 14-3-3zeta/Dy647-pBad peptide displacement, 1 h;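 active = inhibition above about 70%, limit read from the data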;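 also: 0% = full 14-3-3 plus peptide FRET controls and 100% = background without 14-3-3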
# TbHK1 inh: T. brucei hexokinase 1 inhibition; recombinant TbHK1, G6PDH-coupled NADH A340; inhibition, % at 10 µM; 220,000 compounds, 0.11% hits; AID 1430;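 active = inhibition of 50% or more in the single-dose primary screen; inactive = inhibition below 50%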
# * = called active by the depositor; . = no result given; [ ] = dose if it differs, or a comment. This is a random part of the collection. Share with any hit: about 3.2%.
SMILES,Runt-SMMHC FRET,NCF1 inh,zVAD death inh,Hck Nef HTS,Runt-CBFb FRET,Mdm2 ligase inh,EBV gp42 inh,14-3-3 Bad PPI,TbHK1 inh
OCCOCCn1c(-c2ccccc2)nc(=S)c2c1CCCC2,3,-8,0.3,2,3,-9,-13,-1,-64
COCCCNCCCCOc1ccc(C)cc1[N+](=O)[O-],4,-9,0.0,1,0,-2,1,-6[fluorescence artefact?],12
COc1cc(CC(=O)OCC(=O)Nc2ccc3c(c2)OCCO3)cc(OC)c1OC,0,-3,0.2,4,-2,19,1,-5,0
Cc1cc(Cl)c(S(=O)(=O)N2CCN(c3ccc(F)cc3)CC2)cc1OCC(=O)NC1CCCCC1,2,-2,0.3,-23,2,-31,-4,-6[fluorescence artefact?],0
C=CCn1c(-c2ccc(OC)c(OC)c2)cs/c1=N\c1ccccn1,6,-2,0.0,1,-1,5,-11,-6,-12
Cc1ccc(S(=O)(=O)NCCNc2ccccc2[N+](=O)[O-])cc1,-9,-2,0.5,5,-6,-8,-8,-2,-13
O=C(COC(=O)c1ccc(OC(F)F)cc1)NCCCN1CCCC1=O,1,-6,0.8,-1,2,-7,-8,-6,-1
Cc1ccn2c(C(=O)N/N=C/c3ccc(CNC(=O)C(=O)Nc4ccc(C)c(C)c4)o3)c(C)nc2c1,0,-27,3.1,1,1,-9,-12,-1[fluorescence artefact?],-33
O=C(O)c1[nH]c2ccccc2c1CC(=O)N1CCOCC1,1,-11,2.8,-1,0,-15,-2,36,-2
COc1ccc(C2(CNC(=O)c3ccc(OC)c([N+](=O)[O-])c3)CCCCC2)cc1OC,-4,-6,0.0,5,0,3,-14,-20,29
O=C(CSc1ccc(-c2ccncc2)nn1)c1ccccc1,0,-1,-1.4,27,0,-9,-1,3,5
CCCCn1c(SCC(=O)Nc2cc(C)on2)nc2ccccc2c1=O,0,-12,2.1,2,-1,-35,-11,1[fluorescence artefact?],-5
CC(C)NC(=O)CN1CCN(c2ncccn2)CC1,2,-2,1.2,0,0,-21,-3,28,3
COCCN(C(=O)COc1ccccc1)c1nnc(-c2cccnc2)s1,2,-12,-0.2,-1,-1,3,-12,-2,-5
CCCCCCCCNC(C)C(O)c1ccc(SC(C)C)cc1 (centres undefined),4,-1,9.9,-2,-3,.,1,21,16
CCOC(=O)c1csc(NC(=O)c2ccc(OCC)cc2)n1,-1,6,2.4,5,-2,-8,-16,1,2
O=[N+]([O-])c1ccc(N/N=C/c2c[nH]c3ccccc23)cc1,-41,-88,1.0,-3,-11,-11,-6,-13,1
Cc1sc(N2C(=O)C3C(C2=O)[C@H]2C=C[C@@H]3C2)c(C#N)c1C (some centres undefined),2,-29,-0.1,-16,2,-16,-11,-5,-3
C=C(C)C(=O)Nc1ccc(NC(C)C)cc1,2,4,-0.9,28,3,.,-7,-5,-17
CCOC(=O)N1CCN(C(=O)Nc2ccccc2)CC1,4,-6,4.5,17,-1,-4,-10,-9,-3
O=C1CCC(C(=O)NCc2cccnc2)N1 (centres undefined),-2,-6,0.6,5,0,3,-19,-4,2
O=C1CN(C(=O)c2cc3ccccc3o2)c2ccccc2N1,0,-35,1.1,3,0,-15,-45,4,-7
O=C(/C=C/c1ccccc1[N+](=O)[O-])NCC1CCCO1 (centres undefined),-4,-16,1.4,1,1,-8,0,-16,27
COCCNC(=S)N/N=C/c1ccccc1C(=O)O,-1,-3,0.6,3,3,-1,-17,1,-16
CCOCCCNC(=S)Nc1ccc2nc(N3CCCC3)cc(C)c2c1,-10,11,-0.5,4,5,-1,7,-12,-2
O=S(=O)(CCN1C=CC(C(F)(F)F)=NCC1)c1ccc(F)cc1,2,-12,0.1,14,-2,-12,-8,-8,-49
N#Cc1cnn(-c2ccccc2)c1N,1,-2,1.7,1,-5,-18,-23,1[fluorescence artefact?],-6
CCOC(=O)C1CCN(C2CC(=O)N(c3cccc(Cl)c3)C2=O)CC1 (centres undefined),-1,-14,3.9,-7,4,6,-10,7,-1
CC1(C)Cc2c(cnn2-c2ccccc2)C(=O)/C1=N\NC(=O)c1ccccc1N,-6,-25,0.1,1,1,-9,-14,8,-6
O=C1CCc2cc(S(=O)(=O)NC(Cc3ccccc3)C(=O)NCC3CCCO3)ccc2N1 (centres undefined),1,-7,0.3,1,1,-16,0,-13,-11
CC(C)NC(=O)c1cc2cc([N+](=O)[O-])ccc2s1,1,-7,0.3,3,-3,-11,-5,13,-4
CC1CC(C)CN(S(=O)(=O)c2ccc3c(c2)oc(=O)n3CC(=O)NCc2cccnc2)C1 (centres undefined),2,-11,0.1,10,0,-2,-6,-5,-15
O=C(C1CCN(S(=O)(=O)c2cccc3cccnc23)CC1)N1CCN(c2ccc(Cl)cc2)CC1,2,-128,0.7,8,-1,-13,-4,-2,-15
Cc1nn2c([nH]c(=O)c3ccccc32)c1C=O,3,-4,0.0,5,0,2,-6,14,-17
CCN1C(=O)C2(SC(NC(C)=O)=NN2C(C)=O)c2cc(C)cc(C)c21 (centres undefined),-3,-9,-0.6,-2,-2,-6,0,-7,34
CC(C)CNC(=O)COC(=O)c1ccc(Cl)c(S(=O)(=O)N2CCc3ccccc32)c1,-2,0,3.3,19,-1,-24,4,-9,-9
CCC(=O)Nc1ccc(C(=O)NNC(=O)Cc2ccccc2)cc1,-2,-9,1.4,1,-6,-3,-17,13,6
O=C(N/C(=C/c1cccs1)C(=O)N1CCCCCC1)c1ccccc1,-7,-1,0.0,18,1,0,-13,6,-13
CCN1CCN(C(c2cccs2)C(C)NC(=O)C(C)C)CC1 (centres undefined),2,-6,0.4,-3,-2,-5,-22,15,-8
Cc1ccccc1C(=O)Nc1cccc(N)c1,1,-14,1.9,6,9,20,-9,2,3
O=S(=O)(c1cccc(S(=O)(=O)N2CCC(Cc3ccccc3)CC2)c1)N1CCOCC1,-5,1,-0.2,1,-5,-4,8,-5,-5
OCC1(CCOc2ccccc2)CCN(CCCn2cccn2)CC1,-4,1,-0.5,-12,1,-24,-10,2,-6
O=C(c1ccc(OC2CCN(Cc3ccccn3)CC2)cc1)N1CCCC(O)C1 (centres undefined),1,-1,0.6,2,0,-14,-12,-7,0
Cc1cccc(OCCCC(=O)Nc2nccs2)c1,0,.,89*,1,-1,.,.,.,1
O=C(CNC(=O)c1cnccc1C(F)(F)F)c1cccc(Cl)c1,4,-10,0.1,3,1,-17,-4,-3,0
CCC(=O)N(C)CCc1cc2c(c(OC)c1/C=N/NS(=O)(=O)c1ccc(C)cc1)OCO2,0,-11,0.0,-2,0,-7,-8,0,-12
Cc1cccc(CCNS(=O)(=O)c2ccc(S(=O)(=O)N3CCCCC3)cc2)c1,-3,-5,1.5,-17,0,-3,-12,-4,6
COC(=O)C1CCN(CCCOc2ccc(CN3CCN(c4ccc([N+](=O)[O-])cc4)CC3)cc2)CC1,-9,-2,0.2,-4,-6,-30,-2,-3,-24
CS(=O)(=O)Nc1ccc(C(=O)N2CCCCC2)cc1,2,0,0.6,-1,0,-9,-4,-13,4
O=C(Oc1cc(=O)oc2ccccc12)c1ccco1,5,-15,2.0,-1,-1,-8,3,-1,-1
O=C(O)c1ccc(/C=N/NC(=S)NC2CCCCC2)cc1,-1,-12,12,0,0,8,-6,-16,-23
O=C(O)CSc1nnc(COc2cccc3ccccc23)n1Cc1ccccc1,-5,3,-0.8,14,1,-20,1,-1,-12
CCOc1cc(/C=N/NC(=O)c2cccnc2)cc(Br)c1OCC(N)=O,5,-8,-0.5,3,-3,.,-15,-13,-9
Cc1ccc(C(=O)NNc2c3ccccc3nc3ccccc23)cc1,28,-5,2.0,8,73*,-3,9,55,-10
COC(=O)NCCOc1cc(C)ccc1C,0,-8,-0.6,7,-2,4,1,4,9
Clc1ccc(-n2nnc(-c3cccnc3)n2)cc1Cl,-7,3,-0.7,-1,-2,.,-4,3,-2
COC(=O)C1=C(C)N(c2ccc(C)c(C)c2)/C(=C/c2ccc(O)cc2)C1=O,-11,-9,-2.2,7,-11,10,-14,-6,-14
CS(=O)(=O)N1CCN(CC(=O)NC2CCCCC2)CC1,-2,-3,9.3,-13,1,1,-21,1,-3
Cc1cc(NC(=O)c2sc(Nc3ccc(F)c(Cl)c3)nc2N)no1,1,8,3.6,-2,-7,-12,-7,23,-13
COc1ccc(Cc2nnc(NC(=O)C3CCCO3)s2)cc1OC (centres undefined),3,-5,0.0,-1,1,-3,4,-10,-4

# Remaining list, next part.
SMILES,Runt-SMMHC FRET,NCF1 inh,zVAD death inh,Hck Nef HTS,Runt-CBFb FRET,Mdm2 ligase inh,EBV gp42 inh,14-3-3 Bad PPI,TbHK1 inh
CCSc1ncc(Cl)c(C(=O)Nc2ccc(S(=O)(=O)Nc3onc(C)c3C)cc2)n1,-4,-23,0.2,1,-2,-15,2,11,-6
Cc1nc(C)c(-c2csc(Nc3ccc(F)cc3)n2)s1,1,-6,1.9,-21,0,-7,12,-2,6
CC(=O)Nc1ccc(/C=N/NC(=O)c2cccc(S(=O)(=O)N3CCOCC3)c2)cc1,3,-6,1.5,5,0,-1,-13,-18,-24
COc1cc(/C=C/C(=O)O)cc(S(=O)(=O)Nc2ccccc2Cl)c1OC,2,-2,1.1,3,0,6,2,-8,14
O=C(COC(=O)CSc1ccc2ccccc2c1)NC1CC1,-1,-1,0.0,0,-1,-4,-11,-2,-3
CC(C)c1cc(NC(=O)c2ccccc2)cc(C(C)C)c1O,3,-11,70,20,3,-22,-3,-15,1
CCc1nc2ccccc2n1CC(=O)N1CCN(Cc2ccccc2)CC1,0,-2,1.6,21,3,3,1,-18,6
COC(=O)c1noc(-c2ccc(C)cc2)n1,4,-11,-0.3,1,1,3,-11,-5[fluorescence artefact?],1
CC(C)n1c(NCCc2ccccc2)nc2c1c(=O)n(C)c(=O)n2C,2,-5,-0.3,-4,2,.,-5,-11,-1
N#Cc1c(/N=C/C=C/c2ccccc2)sc2c1CCCC2,12,-10,0.5,2,30,-3,-13,1,-5
Cc1cccc(-c2nnc(-c3ccc(N)cc3)o2)c1,-3,-11,1.2,11,1,-32,-8,1,-17
Cc1cc(=O)[nH]c(SCC(=O)O)c1C#N,2,-3,0.1,-1,-2,-9,-12,-1[fluorescence artefact?],2

# Compounds from the list above containing a furan ring, fused or not, in the order listed:
SMILES,Runt-SMMHC FRET,NCF1 inh,zVAD death inh,Hck Nef HTS,Runt-CBFb FRET,Mdm2 ligase inh,EBV gp42 inh,14-3-3 Bad PPI,TbHK1 inh
Cc1ccn2c(C(=O)N/N=C/c3ccc(CNC(=O)C(=O)Nc4ccc(C)c(C)c4)o3)c(C)nc2c1,0,-27,3.1,1,1,-9,-12,-1[fluorescence artefact?],-33
O=C1CN(C(=O)c2cc3ccccc3o2)c2ccccc2N1,0,-35,1.1,3,0,-15,-45,4,-7
O=C(Oc1cc(=O)oc2ccccc12)c1ccco1,5,-15,2.0,-1,-1,-8,3,-1,-1

# Copied from the list.
# Value of Cc1nc(C)c(-c2csc(Nc3ccc(F)cc3)n2)s1 in Runt-SMMHC FRET: 1
# Value of CC(C)c1cc(NC(=O)c2ccccc2)cc(C(C)C)c1O in TbHK1 inh: 1
